PTPN22 inh 2 = PTPN22 phosphatase inhibitors, primary screen, biochemical, DiFMUP fluorescence, 2 µM; Tyrosine-protein phosphatase non-receptor type 22 (Homo sapiens), Q9Y2R2; recombinant LYP catalytic domain; inhibition, % at 2 µM; AID 640, 2007; actives 0.21% (n = 96,000);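 active = inhibition at 2 µM at or above a set limit, the screen mean plus 3 SD, cut at about 24% in these data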;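 also: 0% = DMSO with enzyme and 100% = enzyme fully blocked by orthovanadate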
PTPN22 act = LYP phosphatase activators, primary screen, biochemical, DiFMUP fluorescence, 2 µM; Tyrosine-protein phosphatase non-receptor type 22 (Homo sapiens), Q9Y2R2; recombinant LYP; 0 = plate median, 100 = signal doubled; activation, % at 2 µM; actives 0.11% (n = 96,000); AID 697, 2007;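 active = activation at 2 µM above a set limit, the mean plus 5 SD, cut at about 37% in these data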
PTK2B oligo ant = antagonists of Pyk2 self-association, primary screen, Q293 cells, FERM NanoBiT luminescence, HTS; hits give low values; z-score (the deposit names both 25 µM and 10 µM); actives 0.83% (n = 99,000); AID 1347419, 2020;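 active = Z-score of -3 or lower, scaled per plate to the spread of control and sample wells; inactive = z-score above -3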;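 also: negative z-score means lost luminescence so less FERM oligomerization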
cytoskel mod = modifiers of F-actin cytoskeleton organization, primary screen, imaging, HUVEC, phalloidin staining, high-content imaging | HUVEC TNFa F-actin phalloidin imaging | inhibition, % at 2 µM | actives 0.18% (n = 91,000) | AID 836, 2007;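 active = inhibition above the batch mean plus 3 SD and confirmed as a hit by visual image inspection, cut at about 30% in these data, passing the limit was not always enough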; also: strong numbers were not always called active
HUVEC tox TNFa = cytotoxicity in TNFa-stimulated HUVEC, primary screen, cytotoxicity control for VCAM1 expression modulator project, imaging, Hoechst nuclei count; HUVEC TNFalpha-stimulated, Hoechst cell count; cell count reduction, % at 2 µM; actives 0.17% (n = 93,000); AID 848, 2007;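 active = cell count reduction exceeding the screen mean by over 5 SD, scaled to untreated wells per plate, cut at about 78% in these data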;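 also: cells counted after 24 h of TNF alpha exposure following the 1 h pretreatment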
FAK blocker = FAK kinase inhibitors, primary screen, biochemical | Focal adhesion kinase 1 (Homo sapiens), Q05397 | AID 727, 2007 | inhibition, %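 (tested at 7 µM)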 | actives 0.84% (n = 97,000) | biochemical FAK kinase activity assay; in the data active = inhibition above about 19%;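 also: 0% = DMSO and 100% = reference compound high control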
ERa coact inh = ERα–SRC-1 coactivator interaction inhibitors, primary screen, biochemical, TR-FRET, ERα LBD, estradiol-bound; TR-FRET ER-alpha LBD / SRC-1 peptide; actives 1.7% (n = 86,000); inhibition, % at 25.6 µM; in the data active = inhibition above about 50%;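 also: 0% = receptor plus peptide control and 100% = peptide only without receptor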
Target sequence (P03372 whole entry, looked up, the tested form may be a part): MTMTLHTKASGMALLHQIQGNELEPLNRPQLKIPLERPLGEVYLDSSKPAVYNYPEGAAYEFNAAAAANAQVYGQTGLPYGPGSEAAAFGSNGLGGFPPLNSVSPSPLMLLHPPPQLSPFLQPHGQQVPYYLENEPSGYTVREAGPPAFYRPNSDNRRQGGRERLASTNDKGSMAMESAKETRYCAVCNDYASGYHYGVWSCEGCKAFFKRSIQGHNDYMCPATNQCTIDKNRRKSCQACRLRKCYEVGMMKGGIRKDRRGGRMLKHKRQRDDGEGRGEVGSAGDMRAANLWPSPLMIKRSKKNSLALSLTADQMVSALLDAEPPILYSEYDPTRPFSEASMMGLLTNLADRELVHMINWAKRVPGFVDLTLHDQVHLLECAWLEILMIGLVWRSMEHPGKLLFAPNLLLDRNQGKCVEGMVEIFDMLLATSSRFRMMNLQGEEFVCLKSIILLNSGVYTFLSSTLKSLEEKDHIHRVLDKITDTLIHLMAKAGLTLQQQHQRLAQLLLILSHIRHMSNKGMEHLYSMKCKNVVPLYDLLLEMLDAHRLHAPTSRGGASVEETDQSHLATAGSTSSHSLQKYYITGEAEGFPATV
HUVEC tox IL1B = cytotoxicity in IL-1B stimulated HUVEC, primary screen, cytotoxicity control for IL-1B NFkB translocation project, imaging, Hoechst nuclear count, IL-1B stimulus | cell count reduction, % at 2 µM | HUVEC cell count loss | AID 845, 2007 | actives 0.41% (n = 94,000);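 active = cell count reduction more than 3 SD above the screen-wide mean, cut at about 70% in these data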;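 also: normalized per plate to untreated control cells as the no-loss baseline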
VCAM1 TNFa inh = inhibitors of TNFa-induced VCAM1 expression, primary screen, imaging, HUVEC, TNFa stimulus, immunofluorescence. HUVEC TNFa-induced VCAM-1 immunofluorescence, high-content imaging. inhibition, % at 2 µM. actives 0.48% (n = 95,000);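 active = inhibition above the batch mean plus 3 SD, with images confirmed as a hit by eye, cut at about 37% in these data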;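 also: 0% = TNF-stimulated DMSO wells and 100% = unstimulated control wells; not every result past the cut was called active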
* hit, by the source's call; · = no result given; [ ] = dose if it differs, or a comment. Hits appear at their usual frequency; any-hit rate near 3.8%.

SMILES | PTPN22 inh 2 | PTPN22 act | PTK2B oligo ant | cytoskel mod | HUVEC tox TNFa | FAK blocker | ERa coact inh | HUVEC tox IL1B | VCAM1 TNFa inh
CCCNC(=O)C(NS(=O)(=O)c1cccc2nsnc12)c1ccccc1 (configuration not stated) | -7 | 5 | 0.15 | · | -29 | 2 | 8 | -45 | 7
CNCCCC1Sc2ccccc2Oc2ccccc21 (configuration not stated) | -20 | 17 | -0.61 | -5 | 1 | 4 | 0[fluorescence artefact?] | -18 | -8
CCOc1ccccc1N(CC(=O)OC)S(C)(=O)=O | 9 | -9 | 0.54 | 8 | -8 | -2 | 1[fluorescence artefact?] | 71* | -4
COc1ccc(C(C(C(=O)c2cccs2)N2CCOCC2)N2CCOCC2)cc1OC (configuration not stated) | 11 | -9 | -0.27 | 31 | 6 | 1 | -2 | 6 | 5
N#Cc1cccc(NC(=O)c2ccccc2C(=O)O)c1 | -4 | 4 | 0.21 | 1 | -9 | 22* | 0[fluorescence artefact?] | -30 | 14
CCOC(=O)N1CCN(S(=O)(=O)c2cc(OCC(=O)NC3CCCCC3)c(C)cc2Cl)CC1 | -3 | 5 | -0.23 | 4 | 0 | 2 | 11 | -2 | -14
CCOC(=O)CNC(=O)C(CC(C)C)NC(=O)C1CCCCC1 (configuration not stated) | 4 | -3 | 0.8 | 2 | -1 | -1 | 0 | -15 | -3
CCOC(=O)C1=C(C)NC2=C(C(=O)CCC2)C1c1coc2ccccc2c1=O (configuration not stated) | 10 | -9 | 0.98 | · | 0 | -2 | -7 | -2 | 0
CCn1c(SCCOc2ccc(OC)cc2)nnc1C(CO)NC(=O)c1ccc(OC)cc1 (configuration not stated) | -3 | 6 | 1.3 | -13 | 8 | -1 | -22 | 12 | 5
Cc1ccc(C(=O)Nc2cc(=O)n(C)c(=O)n2C)o1 | -2 | 1 | 0.86 | -15 | -8 | -1 | -8 | -130 | 8
COc1cc(NC(=O)c2cc(C(C)C)on2)c(OC)cc1Cl | -6 | 7 | 0.38 | · | 4 | 0 | 0 | -5 | 19
COc1ccc(NC(=O)NC(C)(C(F)(F)F)C(F)(F)F)cc1 | 5 | -8 | 1.5 | 2 | -16 | 0 | 0 | -3 | 22
C=CCn1c(NCc2ccccc2)nc2ccccc21 | 3 | -3 | -0.1 | 24 | -46 | -2 | -2 | -9 | 17
Cc1ncc(N=Nc2ccccc2Cl)c(-c2ccccc2)n1 | 4 | 0 | -0.33 | 27 | -16 | 3 | · | 8 | 5
O=C(O)CCC(=O)N(Cc1cccnc1)Cc1cccc(F)c1 | -3 | 3 | 1.3 | -1 | -38 | -5 | -3 | -30 | -7
O=C1C(=O)N(Cc2cccnc2)C(c2ccccn2)/C1=C(/O)c1ccc(Br)cc1 (configuration not stated) | -6 | 4 | 1.4 | -3 | -8 | -2 | -5 | 7 | 10
COc1ccc2cc(C)c3nnc(SCC(=O)Nc4nc(-c5ccccc5)cs4)n3c2c1 | 14 | -12 | -0.77 | 10 | -3 | 1 | · | 3 | 15
CC(C)Oc1cc2oc(=O)c3c(c2cc1Cl)CCC3 | 0 | -5 | 1.2 | -11 | -1 | 0 | -3 | 2 | 13
CCCCCOP(=O)(OCCCCC)C1(NS(=O)(=O)c2ccccc2)C=CC(=O)c2ccccc21 (configuration not stated) | 8 | -6 | -1.9 | · | -13 | -1 | 8 | -3 | 5
O=C(CCCSc1nc2ccccc2[nH]1)NCc1ccco1 | -8 | 6 | 0.21 | 13 | -69 | -3 | · | -17 | -27
O=C(CN(Cc1ccccc1)S(=O)(=O)c1ccccc1)N/N=C/c1ccc2c(c1)OCO2 | 13 | -9 | -2.6 | 12 | -10 | -5 | · | -40 | 8
CCOC(=O)C1CCN(c2c(N3CCN(Cc4ccccc4)CC3)c(=O)c2=O)CC1 | 6 | -10 | · | -8 | -16 | 2 | -7 | -28 | 2
COCCn1c(SCC(=O)N2CCCc3ccccc32)nc2cccnc21 | -4 | 3 | -0.47 | 14 | -6 | -1 | 0 | -60 | 2
CC[n+]1cc(-c2ccccc2)nc(N2CCOCC2)n1 | 2 | -3 | 1.6 | -6 | -23 | 2 | 11[fluorescence artefact?] | 14 | 1
COc1ccc(Oc2nccc(-c3ccccc3)c2C#N)cc1 | -2 | 7 | -0.87 | -3 | -1 | 2 | · | -2 | -11
CCCC(=O)c1ccc(N2CCN(C(=O)OCC)CC2)c(F)c1 | 6 | -7 | 0.6 | · | -25 | -2 | 1[fluorescence artefact?] | -80 | -10
Cc1sc(-n2c(C)ccc2C)c(C#N)c1C | -9 | 9 | 0.46 | -38 | 5 | -3 | 3 | -4 | -17
Cc1cc(C(=O)COc2ccc(-c3nnco3)cc2)c(C)n1Cc1ccccc1 | 4 | -5 | 0.45 | -5 | -19 | 2 | 0 | -84 | -4
Cn1c(C(=O)O)c(CC(=O)Nc2ccc3c(c2)OCCO3)c2ccccc21 | 11 | -11 | -0.87 | -2 | -2 | -1 | -11 | 25 | -10
COc1ccc(NC(=S)Nc2ccc(F)cc2)c(OC)c1 | -6 | 4 | -0.05 | -12 | -3 | -1 | · | -7 | -4
Cc1noc(C)c1S(=O)(=O)N1CCC(C(=O)N2CCN(c3ccc(F)cc3)CC2)CC1 | 1 | 1 | · | -1 | · | 1 | -2 | 4 | -2
CC(OC(=O)c1cc(=O)[nH]c2ccccc12)c1ccccc1 (configuration not stated) | 3 | -6 | -4* | -3 | 12 | 2 | 14[fluorescence artefact?] | -5 | 4
Cc1oc(-c2cccc(Cl)c2)[n+]([O-])c1C | 3 | -4 | 0.41 | 31 | 18 | -2 | 17[fluorescence artefact?] | 2 | 0
Cc1cc(C)nc(SCc2nc(N)nc(-c3ccccc3O)n2)n1 | -11 | 10 | -1.4 | 6 | 19 | 3 | 35 | 33 | -14
Cn1c(CS(=O)Cc2c(Cl)cccc2Cl)nnc1SCc1c(Cl)cccc1Cl (configuration not stated) | 11 | -8 | -0.91 | 40 | 2 | -4 | · | 0 | -3
Cc1c(Cl)c(C(F)(F)F)nn1CC(=O)NCc1ccccc1 | -8 | 2 | 0.11 | -7 | -20 | 1 | -7 | -40 | 20
COCCOC(=O)c1c(C)n(C)c2ccc(OC(=O)N3CCOCC3)cc12 | -2 | 2 | 0.75 | 3 | -2 | -5 | 7 | 10 | -10
C=CCNC(=O)CCCOc1cccc(C)c1 | 2 | -3 | 0.26 | 25 | -18 | -1 | -1[fluorescence artefact?] | 6 | -4
CCOC(=O)N1CCN(C(=O)CSc2nnc(CNC(=O)c3ccccc3F)o2)CC1 | 0 | 3 | -0.35 | -3 | -16 | -3 | -8 | -15 | 1
CC1CC(=O)c2cnc(Nc3cccc(C(F)(F)F)c3)nc2C1 (configuration not stated) | -17 | 16 | -1.5 | 20 | -12 | 6 | -3 | -34 | 4
CC(C)NC(=O)COC(=O)c1ccccc1Oc1ccccc1 | -12 | 7 | -0.3 | 2 | -4 | -1 | · | -13 | -16
Cc1ccc(C(=O)CN(C(=O)c2ccc(Cl)c(Cl)c2)N2C(=O)C3CCCCC3C2=O)cc1 (configuration not stated) | 4 | -1 | -0.25 | 30 | -23 | -2 | -1 | -4 | -3
C=CCC1(O)C(=O)N2C(=C1C(=O)N1CCOCC1)c1ccccc1CC2(C)C (configuration not stated) | 0 | 1 | -0.31 | 13 | · | 1 | 0 | 3 | -2
CCOc1cc(/C=N\O)cc(Cl)c1OCC | -10 | 7 | -0.87 | 11 | 6 | 3 | -10 | -20 | -8
O=C(O)CCC(=O)c1ccc2c(c1)OCCCO2 | 0 | -2 | 0.62 | 36 | -10 | 0 | 6 | 2 | 9
Cc1nc2ccccc2c2oc(C(=O)NCC3CCCO3)cc12 (configuration not stated) | 1 | -3 | 1.4 | 21 | -18 | 0 | 1 | 2 | -12
O=C(NCc1cccs1)C1CCCN(S(=O)(=O)c2cccs2)C1 (configuration not stated) | 4 | -7 | 0.73 | 6 | -6 | -6 | 4 | -3 | -5
COc1ccccc1-c1coc2c(CN3CCN(C)CC3)c(O)ccc2c1=O | -2 | 3 | 1.4 | 15 | 7 | 0 | 2 | 0 | -3
COc1cccc2sc(NC(=O)c3ccc(Br)s3)nc12 | 7 | -7 | -1.7 | -9 | -12 | -98 | · | -4 | 3
O=C(COC(=O)Cc1ccc(S(=O)(=O)N2CCOCC2)s1)Nc1ccc2c(c1)OCO2 | -4 | 6 | -0.31 | -13 | · | 0 | · | 4 | 0
New compounds follow.
SMILES | PTPN22 inh 2 | PTPN22 act | PTK2B oligo ant | cytoskel mod | HUVEC tox TNFa | FAK blocker | ERa coact inh | HUVEC tox IL1B | VCAM1 TNFa inh
O=C(O)c1sccc1Oc1ccc(F)cc1[N+](=O)[O-] | 2 | -1 | 0.98 | -5 | -12 | 2 | 33[fluorescence artefact?] | 9 | 6
CCC(CC)NC(=O)c1cc2c(C)nn(Cc3ccccc3Cl)c2s1 | 1 | -2 | -0.65 | 8 | -5 | 1 | · | 22 | 0
CCOC(=O)C(NCc1ccco1)(NC(=O)c1ccccc1)C(F)(F)F (configuration not stated) | 8 | -8 | -0.13 | 5 | -9 | -1 | · | -8 | 4
CC(=O)c1cc(C(=O)Nc2ccc(C(=O)O)cc2)oc1C | 10 | -8 | -0.2 | 2 | -6 | -3 | -3[fluorescence artefact?] | -11 | -15
CCOC(=O)CC1=C(C(=O)OCC)C(c2ccc(OC)c(OC)c2)C(C#N)=C(N)O1 (configuration not stated) | -1 | 5 | 0.22 | 0 | -8 | -1 | -2 | -19 | 6
CS(=O)c1ccccc1COC(=O)Nc1cccc(Cl)c1 (configuration not stated) | 17 | -15 | -0.25 | -8 | -9 | 6 | · | -20 | -6
O=C(Oc1c(CN2CCOCC2)cc(Cl)c2cccnc12)c1ccc(F)cc1 | -1 | 3 | -1.1 | 3 | -18 | 1 | -1 | -6 | -22
Cn1nnc2sc3c(c2c1=O)CCCC3 | -10 | 12 | 0.13 | 12 | -10 | 2 | 5 | 6 | 16
CCOc1cc(C2C(C(=O)c3ccccc3)=C(C(=O)OC)Nc3nnnn32)ccc1O (configuration not stated) | 14 | -11 | 0.13 | 36 | -3 | -1 | 1 | -21 | 2
COc1ccccc1N(C)S(=O)(=O)c1ccc(C(=O)NC(C)(C)C)cc1 | -4 | 4 | 1 | -2 | -6 | 1 | · | -9 | 13
CCOC(=O)CSc1nnc([C@@H](NC(=O)OC(C)(C)C)C(C)C)o1 | 6 | -8 | -0.17 | -9 | -9 | 3 | 2 | -12 | -16
CCOc1cc(CNc2ccc3[nH]c(=O)[nH]c3c2)ccc1OCC(=O)NC(C)(C)C | 15 | -15 | 1.6 | 6 | -11 | 0 | -33 | 14 | -6
COc1cc(S(=O)(=O)N2CCN3CCCC3C2)ccc1-n1cnnn1 (configuration not stated) | 1 | -3 | -0.38 | 12 | 11 | -2 | 1 | -9 | -14

Limited to PTPN22 act and FAK blocker, for 2 of the compounds above:
Structure	PTPN22 act	FAK blocker
CS(=O)c1ccccc1COC(=O)Nc1cccc(Cl)c1 (configuration not stated)	-15	6
O=C(Oc1c(CN2CCOCC2)cc(Cl)c2cccnc12)c1ccc(F)cc1	3	1

Source: PubChem BioAssay (several laboratories)
